From PubChem BioAssay
Nrf2 block = Nrf2 qHTS screen for inhibitors. Potency, µM (doses to about 46 µM), without a hit: at the top dose activity change, negative = inhibition, hits mostly inhibitors. 360,000 tested, 2.1% active. A549 ARE-Fluc reporter, luciferase luminescence, 18-24 h; also: potency is read from the fitted curve at half-maximal effect; % is scaled to controls: 0 for no effect and ±100 for the full control effect; nearly all actives have a fitted effect of over 60% in size
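A549 ARE_Fluc cells (5000/well, 5% FBS OPTI-MEM) pre-incubated 2 h, then treated with compounds 18-24 h at 37C/5% CO2 in concentration-response. CellTiter-Fluor viability read first; BugLite luciferase luminescence after 15 min at room temperature gives Nrf2 activity.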
TGFb inhibitor = qHTS for Inhibitors of TGF-b; HepG2 CAGA-GFP TGF-b/SMAD3 reporter, GFP fluorescence, 18 h; TGF-beta stimulated, 500 pg/mL final; Potency, µM (series often up to 46.1 µM), for inactives: at the highest dose activity, negative = inhibition, most hits filed as inhibitors; 410,000 tested, 1.2% active; also: potency is read from the fitted curve at half-maximal effect; % is scaled to controls: 0 for no effect and ±100 for the full control effect; nearly all actives have a fitted effect of over 65% in size
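Read-out: total well GFP (ex488/em500-530) summed from mean per-cell fluorescence. Cells: HEPG2 CAGA-GFP, 1% FBS DMEM, 18 h at 37 degrees C with 500 pg/mL final TGF-beta. Unstimulated wells served as the full-inhibition control; stimulated DMSO wells = 0%.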
Mm-Cpn inhibitor = Inhibitors of TCP-1 ring complex (TRiC) of Methanococcus maripaludis (MmCpn): qHTS | purified Mm-Cpn ATPase, ADP Transcreener TR-FRET | Potency, µM (highest dose often 76.9 µM), without a hit: top-dose activity, negative = inhibition, most hits filed as inhibitors | 330,000 tested, 0.031% active | AID 504842, 2011; also: potency is read from the fitted curve at half-maximal effect; % is scaled to controls: 0 for no effect and ±100 for the full control effect; nearly all actives have a fitted effect of over 80% in size
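ATPase turnover read by TR-FRET ADP competition (Eu cryptate antibody/ADP-d2, 665/590 nm): 10uM ATP final, 25nM Mm-CPN final, 30 min 37degC after 10-min compound preincubation, pH 7.4 Tris/KCl/MgCl2/DTT buffer.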
CCT chaperon mod = High-Throughput Screening for Modulators of Cytosolic Chaperonin Activity. purified chaperonin ATPase assay, HTRF ADP detection, 30 min. activity change, % (concentration not given with the values), hits read low. 360,000 tested, 0.3% active. AID 651819, 2012; in the data active = activity change below about -30%; also: % is scaled to controls: 0 for no effect and ±100 for the full control effect
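TRiC (40 or 20 nM final, by batch activity) in 30 mM Tris pH 7.4, 100 mM KCl, 5 mM MgCl2, 1 mM DTT was treated with compound at 76 uM single dose, then 10 uM ATP, 30 min at 37 °C. ADP was read by HTRF Transcreener.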
Nrf2 ARE act = qHTS of Nrf2 Activators | Potency, µM (top dose mostly 46.1 µM), for inactives: at the top dose activation, most hits filed as activators | AID 624171, 2012 | AREc32 ARE-luciferase reporter (MCF7-derived line), luminescence, 24 h | 410,000 tested, 0.31% active; also: potency is read from the fitted curve at half-maximal effect; % of control where 0% means no effect; nearly all actives have a fitted effect of over 65% in size
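Steps: seed AREc32_Fluc cells (1000/well, 5% FBS OPTI-MEM); incubate overnight at 37 deg C; add 23 nL compound; incubate 24 hr; add Steady-Glo; hold 30 min RT; read luminescence.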
pAkt inh = HTS Assay for Inhibitors of Akt Phophorylation: Primary Screen; Neuro2A IGF-stimulated pAkt S473 HTRF, 20 min; stronger effect = lower value; activity change, % for hits at 50 µM; 360,000 tested, 0.32% active; AID 651550, 2012; in the data active = activity change below about -80%; inconclusive = mostly about -51% to -80%; also: % is scaled to controls: 0 for no effect and ±100 for the full control effect
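Neuro2A cells (4,500/well, DMEM with 0.5% FBS) were treated with compound at a single 50 µM final concentration, stimulated with 6 nM IGF for 20 min at 37 °C, and lysed. Phospho-Akt Ser473 was read by HTRF as 665/615 ratio ×10^4.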
A549 tox = Nrf2 qHTS screen for inhibitors: counterscreen for cytotoxicity. A549 ARE-Fluc cells, CellTiter-Fluor viability, 18-24 h. Potency, µM (titrated, usually from 46 µM), for inactives: top-dose activity change, negative = cytotoxicity, usual class: inhibitors. 390,000 tested, 0.16% active. AID 504648, 2011; also: potency is read from the fitted curve at half-maximal effect; % is scaled to controls: 0 for no effect and ±100 for the full control effect
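A549 ARE_Fluc cells in 5% FBS OPTI-MEM were exposed to compounds in concentration-response for 18-24 h at 37 deg C. Viability was read by CellTiter-Fluor fluorescence (Ex 405/Em 525) after 30 min, before the luciferase read.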
EPAC2 agonist = qHTS for Agonist of cAMP-regulated guanine nucleotide exchange factor 4 (EPAC2): primary screen. 360,000 tested, 0.079% active. Rap guanine nucleotide exchange factor 4 (Homo sapiens), Q8WZA2. Potency, µM (titrated, usually from 154 µM), for inactives: top-dose activation, usual class: activators. EPAC2 activation, biochemical qHTS; response scale: 100% = 6.5 mM cAMP response; also: potency is read from the fitted curve at half-maximal effect; nearly all actives have a fitted effect of over 50% in size
Target sequence (Q8WZA2 whole entry, looked up): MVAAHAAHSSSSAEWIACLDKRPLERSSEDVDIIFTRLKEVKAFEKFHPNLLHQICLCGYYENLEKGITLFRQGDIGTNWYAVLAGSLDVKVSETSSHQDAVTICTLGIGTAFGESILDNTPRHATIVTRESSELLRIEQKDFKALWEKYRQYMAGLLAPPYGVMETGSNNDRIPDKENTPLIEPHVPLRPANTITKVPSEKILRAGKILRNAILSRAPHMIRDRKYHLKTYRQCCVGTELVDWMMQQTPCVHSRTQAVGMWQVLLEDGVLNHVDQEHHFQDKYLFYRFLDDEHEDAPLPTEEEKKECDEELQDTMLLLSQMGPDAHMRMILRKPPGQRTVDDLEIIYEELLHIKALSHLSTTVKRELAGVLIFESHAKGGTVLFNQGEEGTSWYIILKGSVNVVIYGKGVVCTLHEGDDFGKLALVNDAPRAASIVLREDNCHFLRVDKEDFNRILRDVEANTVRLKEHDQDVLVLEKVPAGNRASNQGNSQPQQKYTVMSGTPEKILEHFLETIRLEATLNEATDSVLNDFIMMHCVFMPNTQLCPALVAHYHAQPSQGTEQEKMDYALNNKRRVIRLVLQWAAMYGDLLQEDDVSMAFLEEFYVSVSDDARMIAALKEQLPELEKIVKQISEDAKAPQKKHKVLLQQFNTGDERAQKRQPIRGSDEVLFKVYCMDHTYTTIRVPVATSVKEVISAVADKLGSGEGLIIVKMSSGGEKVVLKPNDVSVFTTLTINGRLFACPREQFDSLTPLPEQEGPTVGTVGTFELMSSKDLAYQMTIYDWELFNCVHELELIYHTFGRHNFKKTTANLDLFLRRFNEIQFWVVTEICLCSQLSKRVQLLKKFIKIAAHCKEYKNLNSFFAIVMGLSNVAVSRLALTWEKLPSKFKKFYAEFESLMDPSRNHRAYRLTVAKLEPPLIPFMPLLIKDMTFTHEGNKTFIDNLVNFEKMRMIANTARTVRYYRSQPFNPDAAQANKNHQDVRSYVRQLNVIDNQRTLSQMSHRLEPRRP
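In this primary screen, activation is scored as increased exchange of BODIPY-GDP from Rap1B by 100 nM EPAC2, with 50 uM GDP as competitor. Signal is normalized to the 6.5 mM cAMP agonist control.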
EPAC2 antag = qHTS for Antagonist of cAMP-regulated guanine nucleotide exchange factor 2 (EPAC2): primary screen | Rap guanine nucleotide exchange factor 4 (Homo sapiens), Q8WZA2 | EPAC2 GEF exchange of Rap1B-BODIPY-GDP, fluorescence | Potency, µM (top dose mostly 114 µM), inactives show at the top dose activity, negative = inhibition, actives largely listed as inhibitors | 360,000 tested, 0.18% active | AID 720708, 2013; also: potency is read from the fitted curve at half-maximal effect; % is scaled to controls: 0 for no effect and ±100 for the full control effect; nearly all actives have a fitted effect of over 45% in size; many of its hits are not listed in these tables
* marks the source's active call; other numbers are inactive results; i = inactive; ? = inconclusive; . = no result given; & = joins results of further samples; [ ] = dose if it differs, or a comment. Unless noted, calls follow the shape of the dose curve; as a rule, active = well fitted curve in the direction sought with a large enough effect; inconclusive = small, poorly fitted or top-dose-only effect, or another doubt; inactive = no such curve, though single readings can be large; an effect the other way counts as inactive or inconclusive.

Order of results: TGFb inhibitor, EPAC2 antag, Nrf2 ARE act, Mm-Cpn inhibitor, pAkt inh, A549 tox, CCT chaperon mod, Nrf2 block, EPAC2 agonist
- CCNC(=S)Nc1cc2oc3ccccc3c2cc1OC
  -24%, -7%, 0.2%, -3%, i, 4%, -3.2, -7%, 24%
- O=c1cc(CN2CCN(S(=O)(=O)c3ccccc3)CC2)nc2ccc(Cl)cn12
  0%, 4%, -1.0%, 1%, i, -3%, -1.6, ?, 4%
- Cc1cc(C)nc(SCC(=O)OCC(=O)N(C)c2c(N)n(Cc3ccccc3)c(=O)[nH]c2=O)n1
  -11%, 3%, -0.8%, 0%, i, 1%, -0.8, 1%, 7%
- CC1c2[nH]c3ccccc3c2C[C@H]2C(=O)N(CCCO)CC(=O)N12 (some centres undefined)
  -2%, 3%, 0.6%, 0%, i, -4%, -3.1, 6%, 2%
- COC(=O)c1nnn(-c2ccsc2C(=O)OC)c1C(=O)OC
  17%, 1%, -0.3%, 0%, i, 0%, -0.3, 0%, 0%
- CCc1ccccc1NC(=O)CN1CCN(C(=O)CNC(=O)Cc2cccc3ccccc23)CC1
  ?, -11%, 0.2%, -1%, i, -5%, -2.8, 15µM*, 7%
- COc1ccc2c(c1)[C@@H]1[C@H](CO2)[C@H](c2ccccc2)[C@]2(C)C(=O)NCC(=O)N12
  2%, -14%, -0.4%, 1%, i, -2%, -2.1, -3%, 8%
- O=C(c1cccc(S(=O)(=O)N2CCOCC2)c1)N1CCCC(C(F)(F)F)C1 (centres undefined)
  -2%, -3%, -0.3%, 0%, i, -6%, 1.5, -8%, -3%
- O=S(=O)(c1ccccc1)N1N=C(c2ccccc2)CC1c1ccccc1F (centres undefined)
  -1%, -11%, 0.0%, -1%, i, 3%, 1.3, ?, 4%
- O=S(=O)(c1ccc(-c2ccno2)s1)N1CCCCC1
  -1%, -14%, -0.6%, 1%, i, -1%, -0.5, -16%, 6%
- Cc1ccc2c(c1)[C@H]1[C@H](CO2)[C@H](c2ccccc2)[C@]2(C)C(=O)N(CC3CCCO3)CC(=O)N12 (some centres undefined)
  -5%, 11%, 2.7%, 0%, i, -4%, -7.4, 3%, 7%
- COc1ccc(-c2nnc(NC(=O)c3ccc([N+](=O)[O-])o3)o2)c(OC)c1
  ?, 8%, ?, 2%, i, ?, -0.3, ?, -5%
- Cc1cccc(C)c1NC(=O)CCn1cnc2ccccc2c1=O
  -5%, 8%, -0.9%, 1%, i, -4%, -3.4, -12%, -2%
- Cc1ccccc1C(=O)Oc1cc(N)n(S(C)(=O)=O)n1
  -8%, -5%, ?, -6%, i, -10%, -3.1, 0%, 8%
- CSc1ccccc1C(=O)NCc1ccc2c(c1)OCO2
  -6%, -2%, -0.9%, -4%, i, -1%, -1.1, ?, 11%
- O=C(Nc1ccc(C(F)(F)F)cc1)C1CCCN1S(=O)(=O)c1cccc2cccnc12 (centres undefined)
  ?, -20%, 4.2%, 0%, ., -9%, 0.1, ., 14%
- COC(=O)CCCCCCCCC(=O)Nc1nc2ccccc2s1
  0%, -7%, -0.5%, 1%, i, -4%, -3.0, -26%, 9%
- CC(=O)c1c(O)cc(C)n(-c2ccc(F)cc2)c1=O
  -5%, -7%, 0.0%, 1%, i, 1%, -0.7, 2%, 8%
- COC(=O)C1(O)CC(C(C)C)=NN1C(=O)c1ccccc1 (centres undefined)
  3%, -1%, -0.7%, 0%, i, 5%, -0.2, ?, 7%
- CN1CCN(C(=S)c2cn(Cc3ccccc3F)c3ccccc23)CC1
  -20%, -19%, -0.1%, 3%, i, -3%, -2.1, -22%, 7%
- Cc1ccc(C(=O)Nc2ccccc2SCC2CSc3nc4ccccc4c(=O)n32)cc1 (centres undefined)
  4%, 2%, -1.3%, 0%, i, ?, -1.5, ., -6%
- COc1ccc(-c2oc3cccnc3c2-c2ccc(OC)nc2)cc1
  1%, ?, 6.5%, -2%, i, 28%, -0.3, 1%, 15%
- Cc1cc(C(=O)NCCc2ccc(Cl)cc2)n(-c2ccccc2)n1
  -30%, -1%, 2.5%, 4%, i, 0%, 1.1, 2%, 6%
- NNC(=O)CNC(c1ccccc1)c1cc(Br)ccc1NC(=O)CCN1CCOCC1 (centres undefined)
  -6%, 2%, 5.1%, 0%, i, -5%, -1.9, ., -16%
- CC(=O)c1ccc(-n2c(SCC(=O)c3c[nH]c4ccccc34)nc3ccccc3c2=O)cc1
  -2%, -5%, -0.5%, ?, i, 1%, -1.0, ?, 1%
- O=C(O)c1ccc(S(=O)(=O)Cc2ccccc2)cc1
  0%, -6%, -0.1%, -2%, i, -26%, -2.8, -11%, 5%
- COc1cccc(/C=N/Nc2snc(SC)c2C#N)c1O
  10µM*, -5%, 8.5%, -2%, i, -3%, -1.1, -11%, 1%
- CCCOc1ccc(-c2nc(-c3ccc([N+](=O)[O-])cc3)cs2)cc1
  34%[activator], -14%, -0.6%, 1%, i, -1%, -1.3, -18%, 1%
- Cc1nc(NCCO)c2nnn(Cc3ccccc3F)c2n1
  -1%, 3%, -0.3%, ?, i, -7%, -2.1, 9%, -1%
- O=C(/C=C/c1cccs1)c1cc(Cl)ccc1OC(=O)N1CCOCC1
  0%, -3%, 14%, -4%, i, 1%, 0.2, -30%, 18%
- C#CCOCCOCCOCCNc1nc(N2CCN(C(=O)CCCCCCCCCCNC(=O)Cn3cc(C[C@@H](C)O)nn3)CC2)nc(N2CCN(C(=O)CCCCCCCCCCNC(=O)[C@@H]([C@H](C)CC)n3cc(CCCCCN)nn3)CC2)n1
  10µM*, -28%, -3.8%, -1%, i, ?, -1.9, ?, 16%
- C[C@@H](NC(=O)[C@@H]1CCCN1C(=O)[C@@H]1CCCN1C(=O)c1ccccc1)c1ccccc1
  ., 7%, 0.2%, ., i, ., -1.1, ., 6%
- CCOc1ccc(CNCCNC(=O)c2nonc2N)cc1
  ?, 23%, -1.3%&-0.3%, -1%, i, 0%&-4%, 1.5, ?, 7%
- CCCCOc1ccccc1C(=O)NCC(=O)O
  -8%, 7%, -0.4%, 0%, i, 11%, 1.7, 9%, 8%
- COc1ccc(OC)c(-c2nnc(SCC(=O)NC3CCCCC3)o2)c1
  -1%, -1%, -0.5%, 0%, i, 4%, 1.8, -17%, 4%
- Cc1ccccc1NC(=O)C(C)Sc1nnc(-c2ccncc2)n1CC1CCCO1 (centres undefined)
  1%, -3%, -0.9%, 1%, i, -9%, 0.4, 0%, 4%
- Cc1ccc(NC(=O)CN(C)C(=O)C(C)OC(=O)c2ccccc2NCCO)cc1 (centres undefined)
  0%, -3%, -0.3%, -2%, i, -4%, 0.8, -6%, -7%
- CCCCCCSc1cc(-c2nc3cc(C)ccn3c2NCCCC)ccc1OC
  ?, -23%&-10%, -0.1%&1.6%, -2%, i, -20%, 0.3&0.8, ?, -7%&2%
- CC1(C)CCC(=O)N2CC[C@H]3C[C@H](OC(=O)Nc4ccc5c(c4)OCO5)C[C@@H]1[C@H]32
  -3%, -3%, 0.4%, -14%, i, -2%, -1.6, 10%, 6%
- COC(=O)c1sccc1NC(=O)c1ccc(Cl)cc1
  3%, 6%, ?, 4%, i, 9%, -0.2, 18%, 13%
- CCOc1ccc(Br)cc1CNCCN1CCOCC1
  -1%, -4%, 1.3%[9.22 µM], 1%, i, 6%, -4.3, -2%, -11%
- N#Cc1nc(-c2ccc(F)cc2)oc1NCCN1CCOCC1
  -20%, 0%, 2.3%, -6%, i, 1%, 1.5, 14%, -4%
- CC1(C)OC(c2ccccc2)=C/C(=C/C=N/NC(=O)c2ccncc2)O1
  -16%, -5%, 5.9%, -3%, i, -15%, 1.3, ?, 8%
- Fc1cccc2ncnc(OCc3ccccc3)c12
  2%, 1%, 3.6%, -4%, i, -3%, 0.6, 11%, 3%
- COc1ccccc1NC(=O)Cn1c(=O)n(CC2CCC(C(=O)NCCc3ccccc3)CC2)c(=O)c2ccccc21 (centres undefined)
  -25%, ., -0.3%, ., ., -1%, ., 6%, .
- COc1ccc(CCNCc2ccc(OCC(=O)N3CCCCC3)c(OC)c2)cc1OC
  -11%, 2%, -0.2%, 1%, i, -10%, -0.7, ?, 1%
- COc1cccc(NC(=O)CN(C)C(=O)c2ccc(OCc3ccccc3)c(OC)c2)c1
  -14%, 0%, -0.5%, 2%, i, -2%, -9.6, 6%, 13%
- CC(C)C[C@H]1CN([C@@H](CC(C)C)CN2CCC[C@H]2CN2C(=O)C(=O)NC[C@@H]2Cc2ccc(O)cc2)C(=O)C(=O)N1CC1CCCCC1
  ., -7%, -0.4%, ., i, ., 0.1, ., -10%

Pulled by structure from the list above (2):
Order of results: TGFb inhibitor, EPAC2 antag, Nrf2 ARE act, Mm-Cpn inhibitor, pAkt inh, A549 tox, CCT chaperon mod, Nrf2 block, EPAC2 agonist
- COc1cccc(NC(=O)CN(C)C(=O)c2ccc(OCc3ccccc3)c(OC)c2)c1
  -14%, 0%, -0.5%, 2%, i, -2%, -9.6, 6%, 13%
- COc1ccc(CCNCc2ccc(OCC(=O)N3CCCCC3)c(OC)c2)cc1OC
  -11%, 2%, -0.2%, 1%, i, -10%, -0.7, ?, 1%

Some of the compounds tested. The share of hits here may be higher or lower than overall.
